High-throughput results deposited in PubChem by several laboratories.
Cl transport mod: modulates chloride dependent transport by human KCC2. Q9H2X9. KCC2 cells, thallium flux FluoZin-2 fluorescence. B-score of Tl+ flux slope (higher = more flux/activation; lower = inhibition) at 10 µM. actives 2.2% (n = 190,000);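 active = thallium flux slope and its plate-corrected score both differing from the plate sample mean at a set confidence after two filtering rounds, in either direction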;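 note: slope of fluorescence scaled to starting intensity during 10 to 20 s after thallium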
Rad51 HR inh: blocks human Rad51 in homologous recombination; hRad51 DNA strand exchange, fluorescence dequenching; actives 0.085% (n = 200,000); inhibition, % at 10 µM; AID 1385;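 active = inhibition above 40% at the single screening dose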;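 note: 0% = DMSO control wells and 100% = blanks with heterologous ssDNA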
Target sequence (Q06609 whole entry, looked up): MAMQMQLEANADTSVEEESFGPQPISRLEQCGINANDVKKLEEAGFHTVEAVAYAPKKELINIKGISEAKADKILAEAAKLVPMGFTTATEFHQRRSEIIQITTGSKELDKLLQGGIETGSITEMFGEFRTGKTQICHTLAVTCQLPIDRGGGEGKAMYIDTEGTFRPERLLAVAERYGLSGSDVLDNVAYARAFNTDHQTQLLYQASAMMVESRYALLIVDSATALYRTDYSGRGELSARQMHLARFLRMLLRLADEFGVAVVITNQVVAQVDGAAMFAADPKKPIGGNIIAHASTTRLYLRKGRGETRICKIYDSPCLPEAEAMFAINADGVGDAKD
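Test system: preformed human Rad51 ssDNA filaments. Compound dosing: single dose, 10 µM final compound. Incubation: filaments 15 min 37 °C, then compound 30 min. Technique: FRET fluorescence dequenching, excitation 485 nm, emission 520 nm. Read-out basis: percent inhibition from fluorescence, normalised to plate control and blank means. Benchmarks: plate controls and plate blanks.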
L929 necroptosis: blocks zVAD induced death of L929 cells. L929 zVAD necroptosis rescue, ATP luminescence, 24 h; with zVAD 60 µM. AID 1377. actives 0.38% (n = 220,000). viability rescue, % at 10 µM;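 active = activation, scaled between plate controls, above about 75%, limit read from the data; inactive = activation under that limit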;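 note: 0% = zVAD with DMSO and 100% = DMSO alone without zVAD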
EBV gp42 block: inhibitors of Epstein-Barr virus glycoprotein 42; Fluorescence polarization binding assay, mP read-out; AID 1085; actives 0.42% (n = 220,000); inhibition, % (tested at 21.74 µM); in the data active = inhibition above about 50%
Target sequence (Q1HVG2 whole entry, looked up): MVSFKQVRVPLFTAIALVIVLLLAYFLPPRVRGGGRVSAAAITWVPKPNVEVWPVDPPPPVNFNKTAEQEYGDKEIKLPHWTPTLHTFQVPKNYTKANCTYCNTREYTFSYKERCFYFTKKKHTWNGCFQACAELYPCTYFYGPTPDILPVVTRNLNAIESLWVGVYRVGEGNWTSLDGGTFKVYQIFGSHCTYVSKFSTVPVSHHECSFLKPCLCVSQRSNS
TNF death inh: inhibitors of TNF-alpha induced necroptosis in Jurkat FADD-/- cells; Jurkat FADD-/- TNF necroptosis rescue, ATP luminescence, 24 h; 0 = TNF only, 100 = no-TNF cells; activation (protection from cell death), % at 10 µM; actives 0.068% (n = 220,000); AID 463075;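 active = activation, meaning protection from cell death, of at least 50% relative to plate controls; inactive = activation below 50%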;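 note: necroptosis triggered by 40 ng/mL TNF-alpha added together with compound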
PERK inhibitor: inhibitors of human PERK kinase; CHO PERK-DD fusion, SEAP luminescence translation reporter; inhibition, % at 5.6 µM; actives 0.17% (n = 220,000); AID 1416;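 active = inhibition above the mean inhibition of all tested compounds plus 3 SD, set separately per screening campaign, cut at about 2.9% in these data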;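 note: PERK kinase domain activated by AP20187 dimerizer at 100 nM; 0% = DMSO with dimerizer and 100% = rapamycin at 8.4 µM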
eIF4E 4G PPI: inhibitors of eIF4E and eIF4G interaction in translation initiation | P63073+Q04637 | TR-FRET eIF4E-eIF4GI(517-606) binding, 2 h | inhibition, % at 21.7 µM | actives 0.37% (n = 220,000) | AID 782;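 active = inhibition above about 30%, limit read from the data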;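 note: 0% = full FRET control wells and 100% = background wells lacking eIF4GI fragment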
MDM2 E3 inh: inhibitors of human Mdm2 E3 ubiquitin ligase | Q00987 | cell-based MDM2 ubiquitination luciferase reporter, 2 h; 0 = plate control, 100 = twice control, blank-subtracted | signal enhancement, % at 5 µM | actives 0.11% (n = 210,000) | AID 1230;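 active = signal enhancement of 30% or more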;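 note: luminescence tracks abundance of the self-degrading MDM2-luciferase fusion protein; higher signal means inhibition of MDM2 E3 ligase activity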
Target sequence (Q00987 whole entry, looked up, the tested form may be a part): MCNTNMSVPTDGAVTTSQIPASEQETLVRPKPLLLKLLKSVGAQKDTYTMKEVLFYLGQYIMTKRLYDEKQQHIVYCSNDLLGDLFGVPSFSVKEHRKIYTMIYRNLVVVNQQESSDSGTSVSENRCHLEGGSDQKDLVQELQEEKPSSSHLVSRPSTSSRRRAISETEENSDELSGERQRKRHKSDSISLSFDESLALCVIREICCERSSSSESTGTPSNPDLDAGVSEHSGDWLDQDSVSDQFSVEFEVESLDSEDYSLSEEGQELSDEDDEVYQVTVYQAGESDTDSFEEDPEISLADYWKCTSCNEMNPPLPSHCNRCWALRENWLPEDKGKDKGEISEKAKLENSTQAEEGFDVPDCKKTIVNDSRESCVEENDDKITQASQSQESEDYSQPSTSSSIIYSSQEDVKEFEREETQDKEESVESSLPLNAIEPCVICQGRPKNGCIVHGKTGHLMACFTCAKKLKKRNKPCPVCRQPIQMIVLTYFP
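Assay system: stable mammalian line carrying autodegrading MDM2–luciferase fusion reporter; Input: 2000 cells in each well; Compound dosing: single-point 5 µM; Schedule: 2 h compound exposure at 37 °C; Signal: SteadyLite luciferase luminescence after 15 min room-temperature reagent incubation; Evaluation: % luminescence enhancement versus blank-corrected plate control mean; Benchmarks: plate controls and plate blanks.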
Calpain2 inh: blocks pig calpain II enzyme activity. purified calpain II, fluorogenic peptide substrate, 30 min. inhibition, % at 16 µM. actives 0.37% (n = 220,000);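 active = inhibition above about 50%, limit read from the data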
* hit, by the source's call; i = inactive; nt = no result given; [ ] = dose if it differs, or a comment. Rows were taken by chance. About 3.6% of those tested had a hit in this group.

SMILES	Cl transport mod	Rad51 HR inh	L929 necroptosis	EBV gp42 block	TNF death inh	PERK inhibitor	eIF4E 4G PPI	MDM2 E3 inh	Calpain2 inh
O=C(Cn1cc([N+](=O)[O-])cn1)Nc1ccn(Cc2c(F)c(F)c(F)c(F)c2F)n1	-0.132	-1.2	-0.5	11.2	0.6	-0.6	1.6	-11.1	31.8
COc1ccc(C2NC(=S)N3C(c4ccc(OC)cc4)NC(=S)N23)cc1 (stereo unspecified)	0.221	10.2	0.0	-12.2	0.6	0.5	-2.7	-12.0	-25.3
CC1(C)CC(=O)C(Sc2ccc(Br)cc2)=C(O)C1	-1.3	5.0	1.1	-8.5	0.8	0.4	2.5	-13.5	-0.3
Cc1ccc(S(=O)(=O)N2CCC(C(=O)N[C@@H](C)C(=O)Nc3ccc4c(c3)OCO4)CC2)cc1	0.11	0.1	1.5	-1.1	-4.6	0.0	1.4	-4.0	-36.2
COc1cccc(CNC(=O)CCC2CCCN(c3cc(C)nc(N)n3)C2)c1 (stereo unspecified)	-0.0392	9.4	-0.2	-10.8	1.5	-0.1	-0.1	-4.2	-11.4
COC(=O)C1=C(C(=O)OC)SC2(S1)C(C(=O)OC)=C(C(=O)OC)SC1=C2c2cc(C)cc(C)c2NC1(C)C	1.09	4.0	-1.0	3.8	-4.1	-1.9	0.4	-5.3	9.1
COc1ccc(COCC(O)CN2CC(C)OC(C)C2)cc1OC (stereo unspecified)	-0.167	-8.2	0.2	-1.7	0.3	0.2	10.4	-23.6	11.2
CCOc1cc(/C=N\NC(=O)CN2CCOCC2)ccc1OCc1ccc(F)cc1	-1.53	0.7	0.2	14.2	1.5	-0.5	1.2	-9.5	2.7
CCSC(=Nc1ccccc1)C1=C(O)COC1=O	nt	0.7	0.0	-0.8	-1.0	0.4	0.5	-12.3	-13.4
COc1ccccc1NC(=O)N1CCN(C)CC1	-0.148	0.2	4.0	-7.8	0.4	1.0	0.3	-6.5	-13.0
CCCC(=O)Nc1nc(C)c(-c2csc(Nc3ccc(Cl)cc3)n2)s1	-0.0783	-15.8	3.4	-12.3	1.5	-0.3	5.3	-25.5	-170.0
CC1Cc2nc(SCC(=O)N3CCCC3)n(C)c(=O)c2S1 (stereo unspecified)	-0.676	-1.0	0.2	-8.1	2.8	1.7	7.7	-10.5	7.4
CCc1cccc(CC)c1-n1c(SCC(=O)c2c(N)n(C)c(=O)n(C)c2=O)nnc1-c1cccnc1	0.937	11.2	0.2	-67.4	-0.5	0.6	22.9	6.1	9.0
O=C(NCC12CC3CC(CC(C3)C1)C2)c1nc2ncccn2n1	-0.586	-38.0	-0.4	-1.6	-0.5	-1.2	1.9	-7.9	-2.8
CN1C(=O)/C(=C\c2ccccc2)Sc2ccc(C(=O)N3CCN(c4ccccn4)CC3)cc21	nt	-4.6	-0.3	-25.0	-7.3	-0.6	-6.4	-17.1	20.6
CCOc1ccc(CN2CCN(Cc3cccc4nonc34)CC2CCO)cc1 (stereo unspecified)	0.194	0.7	-0.8	5.0	0.2	0.0	-0.6	-13.1	1.8
Oc1ccc2ccccc2c1C=Nc1ccc(Cl)cn1	i	i	1.4	82.0*	-7.7	-1.6	-3.7	-1.1	25.0
Cn1cccc1C(=S)N=P(C1CCCCC1)(N1CCOCC1)N1CCOCC1	-1.83	-1.9	-0.4	-25.8	-2.8	0.4	-0.8	-11.4	-13.0
Cc1ccc2cc(CN(Cc3nnnn3Cc3ccco3)CC3CCCO3)c(=O)[nH]c2c1C (stereo unspecified)	-3.25	0.8	-0.2	-18.8	1.5	0.8	0.7	-9.3	10.7
CCCCOC(=O)NC(NCC(O)c1ccccc1)(C(F)(F)F)C(F)(F)F (stereo unspecified)	-1.3	24.1	-0.1	-2.5	0.2	0.7	5.5	-15.9	2.9
CNC(=O)c1ccc2snnc2c1	-0.0662	0.0	0.2	-2.9	0.3	2.1	4.7	-9.3	7.4
CC1(C)OC(=O)N(CC(=O)Nc2cccc(C(F)(F)F)c2)C1(C)O (stereo unspecified)	0.0407	9.9	9.6	-11.9	1.8	1.3	4.6	10.2	-23.1
O=C(O)CCc1ccc(-c2ccc(Cl)cc2)n1NC(=O)c1ccc(O)cc1	-0.385	9.3	4.2	-2.2	-0.1	-0.7	-0.7	3.4	-15.7
O=c1[nH]c(CN2CCCCC2)nc2ccccc12	0.0374	2.8	0.1	4.5	-0.8	0.4	-2.2	-31.2	17.2
CCCCCCSc1nc(O)c(C2OC(=O)c3c2ccc(OC)c3OC)c(=O)n1-c1ccccc1 (stereo unspecified)	-0.197	-0.5	-0.4	-5.3	0.9	-0.2	-19.6	-3.4	-10.4

The listing continues.
SMILES	Cl transport mod	Rad51 HR inh	L929 necroptosis	EBV gp42 block	TNF death inh	PERK inhibitor	eIF4E 4G PPI	MDM2 E3 inh	Calpain2 inh
CCOC(=O)Cc1csc(NC(=O)Cc2ccc(Cl)cc2)n1	-1.14	-16.4	-0.1	2.5	5.8	-0.1	-5.9	-2.8	21.3
Cc1ccc(CN2CCN(Cc3ccc(-n4cccn4)cc3C)CC2CCO)cc1 (stereo unspecified)	-1.22	nt	0.7	-9.7	0.0	0.5	3.2	21.3	20.7
c1cncc(Cc2cc3ccccc3[nH]2)c1	1.35	-0.9	1.1	-12.4	2.4	0.5	-1.1[fluorescence artefact?]	5.3	24.5
Cc1ccc2nc(Cl)c(/C=N/n3c(C)nnc3C)cc2c1	-1.54	-6.6	0.1	-19.4	-5.4	1.3	-0.2	-12.9	-20.1
O=C(Nc1nc(-c2ccccn2)cs1)c1ccc([N+](=O)[O-])o1	0.309	nt	4.5	22.8	-19.6	-1.4	7.4	-7.0	1.9
Cn1cc(SCC(=O)Nc2ccc3c(c2)OCO3)c2ccccc21	-0.729	4.6	0.7	-24.8	0.9	1.8	-5.5	-12.8	-3.7
CC(C)n1nnnc1SCC(=O)NCc1ccc2c(c1)OCO2	-1.3	-7.3	0.0	-12.1	-0.1	0.8	-1.6	nt	1.8
Nc1cc(N)nc(SCC(=O)c2ccc3c(c2)NC(=O)CO3)n1	nt	-14.5	14.5	-12.2	0.6	0.4	3.1	-42.9	-27.4
C/C(=N\NC(=O)COc1ccc(C(C)(C)C)cc1)c1ccccc1	0.566	3.3	36.5	-18.8	0.1	1.7	3.1	-15.2	46.9
CCS(=O)(=O)N1CCC(C(=O)OCC(=O)c2ccc(Br)cc2)CC1	nt	-0.8	-0.2	nt	-0.4	0.1	nt	nt	nt
CC1CCCN(CCOCCOc2ccc(Br)cc2Cl)C1 (stereo unspecified)	0.566	-3.4	-0.2	9.6	4.7	-0.8	-1.0	-16.7	12.0
CCC(C)(C)c1ccc(OCCCC[n+]2ccc(C)cc2)c(C(C)(C)CC)c1	-1.25	-8.1	-0.1	2.8	-14.3	0.6	8.8	-23.5	29.3
Cc1csc(NC(=O)CSc2ccccc2F)n1	-0.69	-94.9	-0.3	-9.2	0.6	0.3	2.6	2.5	-10.0
CNC(=O)CSc1nnc(-c2ccco2)n1-c1ccc(C)cc1	-0.62	8.0	-0.6	6.7	-1.4	0.8	2.3[fluorescence artefact?]	nt	-13.7
COc1ccc(N(CC(=O)NCCSc2ccccn2)S(C)(=O)=O)cc1	0.848	-2.4	0.6	-15.2	1.6	0.0	5.5	-19.1	-22.3
CCOc1ccc(NC2=C(OC)C(=O)c3ccccc3C2=O)cc1	0.276	8.7	0.6	-7.8	-3.3	0.6	4.4	-2.7	22.8
C/C(=N\Nc1nc(N)cc(Cl)n1)c1cccc(N)c1	0.0341	nt	1.2	-18.9	-0.7	0.5	0.2	-8.3	-21.6
CCCCNC(=O)CSc1nccn1Cc1ccccc1	nt	2.7	0.1	-25.5	0.4	0.7	-10.1	-6.4	31.6
O=C(O)c1cncc(C#CCC2CCCCC2)c1	0.302	nt	0.6	-12.9	1.5	1.7	3.2	-19.0	3.2
Cc1ccc(SCc2ccc(C(=O)Nc3ccccc3Br)cc2)cc1	-0.476	-12.1	-0.3	-1.2	1.9	1.7	1.6	-12.7	10.5
Cc1ccc(NC2c3ncccc3C(=O)N2Cc2ccco2)c(C)c1 (stereo unspecified)	-0.025	1.5	-1.1	-26.1	-1.6	0.1	4.7	-3.5	-39.2
Cc1cccc2sc(NNC(=O)c3ccc4c(c3)OCCO4)nc12	0.343	nt	3.1	-3.5	-2.0	-0.3	-1.9	nt	13.2
Cc1ccc(Nc2nc(-c3sc(NC(=O)c4ccco4)nc3C)cs2)cc1	0.421	-5.1	1.3	-7.1	-13.3	-1.3	-6.8	-14.6	-276.9
CC(C)CC(NC(=O)OC(C)(C)C)c1cn([C@@H](Cc2cc3ccccc3[nH]2)C(=O)N2CCN(C(=O)OC(C)(C)C)CC2)nn1 (stereo partly specified)	-1.22	nt	0.8	-3.1	-1.7	0.1	-0.4	nt	-23.6
CC1(C)CC(c2nc(-c3ccc(Cl)cc3)cs2)CCS1 (stereo unspecified)	1.7	nt	0.1	-4.7	-1.3	0.6	2.5[fluorescence artefact?]	-9.3	-4.9

Whole records from above. Screens in order: Cl transport mod, Rad51 HR inh, L929 necroptosis, EBV gp42 block, TNF death inh, PERK inhibitor, eIF4E 4G PPI, MDM2 E3 inh, Calpain2 inh
Listed for CC(C)CC(NC(=O)OC(C)(C)C)c1cn([C@@H](Cc2cc3ccccc3[nH]2)C(=O)N2CCN(C(=O)OC(C)(C)C)CC2)nn1 (stereo partly specified) = -1.22, nt, 0.8, -3.1, -1.7, 0.1, -0.4, nt, -23.6
Listed for Cn1cc(SCC(=O)Nc2ccc3c(c2)OCO3)c2ccccc21 = -0.729, 4.6, 0.7, -24.8, 0.9, 1.8, -5.5, -12.8, -3.7

The listing continues.
SMILES	Cl transport mod	Rad51 HR inh	L929 necroptosis	EBV gp42 block	TNF death inh	PERK inhibitor	eIF4E 4G PPI	MDM2 E3 inh	Calpain2 inh
Cc1cc(NCc2ccco2)nc(N2CCC(C(=O)NC3CCCCC3)CC2)n1	0.724	nt	0.1	0.6	0.6	0.1	0.4	nt	30.1
CN(Cc1ccccc1)C(=O)COC(=O)c1cc(NS(=O)(=O)c2cccs2)ccc1O	-3.48*	-4.5	0.3	3.5	0.0	-0.1	1.2	-17.0	-3.5
COc1ccc(NC(=O)NCCCN2CCCCC2C)cc1 (stereo unspecified)	nt	nt	0.8	3.4	0.2	1.4	-3.1	-11.6	11.6
COC(=O)c1c(-c2snnc2C)n[nH]c1C	-0.0137	nt	0.4	-24.3	6.3	0.7	-2.5	-7.5	0.2
CC1CCc2cc(F)ccc2N1C(=O)CCl (stereo unspecified)	0.993	-5.5	-1.2	-5.2	-12.5	0.6	-0.2	-4.1	-18.4
O=[N+]([O-])c1ccc(N2CCOCC2)cc1O	nt	5.8	-0.6	-10.0	0.2	1.2	2.4	-17.7	21.6
CCc1ccc(N2C(=O)CN(Cc3ccc(OC)c(OC)c3)C2=S)cc1	-0.656	nt	0.5	5.6	2.0	-0.9	3.6[fluorescence artefact?]	nt	14.8
Cc1ccccc1OCC(=O)NN1C(=O)C2C3C=CC(O3)C2C1=O (stereo unspecified)	0.817	-155.5	0.0	-2.6	-1.1	0.2	1.3	-3.5	-17.1
COc1ccccc1OCCn1cc(/C=N/NC(N)=S)c2ccccc21	-1.35	-0.1	1.4	-4.8	-7.0	1.2	-0.7	-11.6	0.5
